Bioassay records from PubChem.
Hep lipid drop: inhibitors of hepatocyte lipid droplet formation, primary screen, imaging, high-throughput imaging, BODIPY stain; inhibition, % at 6.5 µM; AML12 mouse hepatocytes, oleate lipid droplets; 0.4% of 240,000 active;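 active means lipid droplet intensity inhibited by at least 50%, with more than 500 cells counted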
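Assay system: AML12 hepatocytes (mouse) / Also added: 100 µM oleic acid challenge / Times: overnight treatment with compound plus oleate / Detection: high-content imaging of BODIPY-stained droplets and DAPI nuclei / Evaluation: % inhibition of lipid droplet signal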
Hep lipid drop cells 6.5 µM: recorded beside Hep lipid drop, whose call it bears; cell count; measured here: cell count, cytotoxicity flag;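 cells counted across two imaged fields per well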
Starred values were filed as active, the others as inactive. Only part of the results is shown, so the mix of outcomes need not match the whole.

SMILES,Hep lipid drop,Hep lipid drop cells 6.5 µM
O=C(NCCc1ccc(Cl)cc1)C1CCCN1C(=O)Nc1ccc(F)cc1 (configuration not stated),4,795
Cc1occc1-c1nnc(SCC(=O)NC2CC2)n1C,15,812
COCCCN1C2=C(C(=O)CC(C)(C)C2)C(c2ccc(O)c(OC)c2)C2=C1CC(C)(C)CC2=O,-6,828
O=c1c2ccccc2nc(/C=C/c2cc(Br)ccc2O)n1CCCO,6,848
Cc1ccc(-n2ncc3c2CC(C)(C)CC3NC(=O)c2cc[n+]([O-])cc2)cc1 (configuration not stated),10,833
O=C(NCc1ccccn1)c1ccc(OC2CCN(Cc3ccc(F)cc3F)CC2)cc1,-2,705
COC(=O)c1ccccc1S(=O)(=O)N1CCC(NC(=O)c2ccccc2)CC1,7,849
Cc1sc(N)nc1-c1c(C)n(C)c2ccccc12,1,823
COCCn1c(=N)c(S(=O)(=O)c2ccc(F)cc2)cc2c(=O)n3ccccc3nc21,-4,724
C=CCn1c(CNS(=O)(=O)c2ccc(Br)cc2)nnc1SC,0,869
COc1cc2c(cc1OC)C(c1ccccc1)N(C(=O)C(C)(C)C)CC2 (configuration not stated),0,822
Cc1cc(N2C(=O)C(O)=C(C(=O)c3ccco3)C2c2cccc(Cl)c2)no1 (configuration not stated),3,760
Cc1ccccc1-n1ccnc1SCC(=O)NC1CCCC1,-2,802
COc1ccc(NC(=O)NNS(=O)(=O)c2cc(C)ccc2C)cc1OC,-1,795
C=CCn1c(C)nnc1SCC(=O)Nc1nccs1,11,838

Remaining list, next part
SMILES,Hep lipid drop,Hep lipid drop cells 6.5 µM
Cc1oc(-c2cccc(Cl)c2)nc1CS(=O)(=O)CC(=O)NC1CCCC1,0,794
O=C(Nc1ccccc1)C1COc2ccccc2O1 (configuration not stated),1,831
CCOc1ccc2oc(C(=O)NCc3nc4ccccc4[nH]3)c(C)c2c1,-1,789
CC(C)c1ccc(NC2CCCN(C(=O)c3cccc(N4CCNC4=O)c3)C2)cc1 (configuration not stated),3,682
O=C(NCc1cccnc1)c1cccc(S(=O)(=O)N2CCCC2)c1,5,790
COc1cccc(N(C(=O)Cn2nnc(-c3ccc(C)o3)n2)C(C(=O)NC2CCCC2)c2ccncc2)c1 (configuration not stated),-26,805
O=C(Nc1cccc(NC(=O)c2ccc(F)cc2)c1)c1ccc(F)cc1,0,803
CCC(=O)N1CCc2cc(S(=O)(=O)N3CCN(c4ccccc4Cl)CC3)ccc21,9,729
Cc1ccc(S(=O)(=O)N(C(=N)N)c2nc(N(C)C)nc(N(C)C)n2)cc1,-4,813
COc1ccc(Nc2nc(N)c([N+](=O)[O-])c(N3CCCC3)n2)cc1,-1,814
CCOC(=O)C1CCN(Cc2ccc(OCc3ccccc3)cc2)CC1,-1,800
CCC1=NN(C(=O)c2ccc(Cl)cc2)C(O)(c2ccc(C)cc2)C1 (configuration not stated),1,818
CC1=C(C(=O)Nc2ccc(CC(=O)NCc3ccccc3C)cc2)SCCO1,4,681
CC(=O)c1ccc(NC(=O)CCCC(=O)c2ccccc2)cc1,4,727
CC1CCCCC1NC(=O)C1CCC(CNS(=O)(=O)c2ccccc2)CC1 (configuration not stated),-5,835

Other structures:
SMILES,Hep lipid drop,Hep lipid drop cells 6.5 µM
COc1ccc(-c2cc(C(=O)N3CCN(Cc4ccc5c(c4)OCO5)CC3)on2)cc1OC,-2,625
COc1cccc(NC(=O)Cn2nnc(C(=O)NCCc3ccccc3)c2N)c1,-8,693
COc1cc2[nH]c(=S)nc(NCc3ccc(C)cc3)c2cc1OC,7,823
C/C(=N\NC(=O)Cc1ccc(Cl)cc1)c1ccc(F)cc1,10,835
CCCCC(=O)Nc1c(-c2cccc(OC)c2)c(=O)c2ccccc2n1C,-15,792
COc1cc(SC)ccc1C(=O)OCC(=O)NCCNC(=O)COC(=O)c1ccc(SC)cc1OC,17,675
O=C(NNC(=S)NC(=O)c1ccccc1)c1ccc([N+](=O)[O-])cc1,-9,818
O=C(O)c1ccc2c(c1)C(=O)N(CCc1ccccc1)C2=O,8,823
O=C(CSc1ncccc1C(=O)O)Nc1ccc2c(c1)OCCO2,-4,759
O=c1[nH]c(=S)[nH]cc1S(=O)(=O)c1cccc(Cl)c1,-4,831
CCc1ccc(NC(=O)CN(c2ccc(OC)cc2)S(=O)(=O)c2c(C)[nH]c(=O)[nH]c2=O)cc1,17,816
COc1ccc(S(=O)(=O)N2CCC(C(N)=O)(N3CCCCC3)CC2)cc1OC,-7,762
C#CCN1C(=O)C2(OCCO2)c2ccccc21,1,823
COCCCNc1nc(CC(C)C)nc2c1nnn2Cc1ccccc1,-4,776
CC1CCN(S(=O)(=O)c2ccc3[nH]c(=O)ccc3c2)CC1,-12,757

Further records
SMILES,Hep lipid drop,Hep lipid drop cells 6.5 µM
COc1cc(C(=O)N2CCN(Cc3ccc4c(c3)OCO4)CC2)cc(OC)c1OC,2,863
Cc1ccc(CNC(=O)CC(C)S(=O)(=O)c2ccc3c(c2)NC(=O)CS3)o1 (configuration not stated),-3,702
CCC(c1nnc(SCC(=O)Nc2ccc(C(=O)N(C)C)cc2)n1Cc1ccccc1)N(C)C (configuration not stated),-2,816
COc1ccc(S(=O)(=O)N2CCC(C(=O)NCCN3CCOCC3)CC2)cc1,-10,727
COc1ccc(N2CC(C(=O)N3CCCC(C)C3)CC2=O)cc1 (configuration not stated),7,850
O=C(COC(=O)c1cc([N+](=O)[O-])ccc1N1CCOCC1)Nc1cccc(F)c1,-1,677
CCOc1ccc(N(CC(=O)NCc2ccc(OC)cc2)S(C)(=O)=O)cc1,2,794
O=C(Cc1cccc(C(F)(F)F)c1)NCc1cccnc1,-6,807
COc1ccc(C(=O)NC2CC3CCCC(C2)N3Cc2ccccc2)c(OC)c1 (configuration not stated),0,798
COc1ccc(OCC(=O)Nc2ccccc2N2CCCCC2)cc1,-8,894
CC(=O)c1ccc(N2CCN(S(=O)(=O)c3ccc(-c4cc(C)no4)s3)CC2)cc1,-4,716
COc1ccc(S(=O)(=O)N2CCOC2CNC(=O)C(=O)NCc2ccc(F)cc2)cc1 (configuration not stated),4,850
CN(C)CCCNC(=S)/N=c1\sccn1Cc1ccccc1Cl,-15,805
CC(NC(=O)c1cc(-c2cccnc2)nc2ccc(Br)cc12)C1CCCO1 (configuration not stated),-10,817
COc1cc2ncc(S(=O)(=O)c3ccccc3)c(N3CCCC(C)C3)c2cc1OC (configuration not stated),-15,669

The list goes on:
Sequence of screens: Hep lipid drop | Hep lipid drop cells 6.5 µM
Cc1ccc(NS(=O)(=O)c2c(C)[nH]c(C)c2C(=O)N2CCCCC2)cc1F
 : -11 | 680
Cc1nn(-c2ccccc2)c(NC(=O)c2ccccc2)c1Br
 : 16 | 815
COc1cc(CN2CCN(Cc3cccc(OC)c3OC)CC2)cc(OC)c1
 : -12 | 405
O=C(NCCc1ccccn1)c1nc(Cn2ccc([N+](=O)[O-])n2)no1
 : 9 | 808
CCOC(=O)/C=C/C(=O)OCc1csc(CC(=O)Nc2ccccc2C)n1
 : 9 | 655
COc1ccc(Cl)cc1NC(=O)CN(C)CC(=O)Nc1ccc(S(N)(=O)=O)cc1
 : -17 | 799
CCc1ccccc1NC(=O)c1cc(S(=O)(=O)N2CCc3ccccc32)cn1C
 : -1 | 733
Cc1cc(C)c(C(=O)OCc2csc(CC(=O)Nc3ccccc3C)n2)c(C)c1
 : -7 | 814
O=C(Nc1ncccn1)c1ccc(Cl)c([N+](=O)[O-])c1
 : 1 | 819
Clc1ccc(Nc2nc(N3CCOCC3)nc(N3CCOCC3)n2)cc1Cl
 : -26 | 515
CCSc1nsc(NC(=O)Nc2cccc(F)c2)n1
 : -28 | 768
CCOC(=O)C1(Cc2cccc(Cl)c2)CCCN(C(=O)C(C)(C)C)C1 (configuration not stated)
 : -8 | 856
Cc1ccc2nc(C(=O)N3CCCC(Nc4ccc(F)cc4)C3)cn2c1 (configuration not stated)
 : 3 | 848
COc1ccc(CNC(=O)C(OC(=O)c2ccco2)c2ccccc2F)cc1 (configuration not stated)
 : -7 | 789
COc1ccc(C(=O)NCc2cnn(C)c2C)cc1OC1CCN(C(C)C)CC1
 : 1 | 848
Cc1ccc2c(c1)N(CCC(=O)NCCCN1CCCC1)C(=O)C(C)O2 (configuration not stated)
 : -4 | 882
O=C(NCCn1cccn1)C1CCC(=O)N(CCc2cccc(F)c2)C1 (configuration not stated)
 : 13 | 712
COc1ccc(-n2nc(C(=O)NCC(=O)Nc3cc(OC)c(OC)c(OC)c3)c3ccccc3c2=O)cc1OC
 : 34 | 833
CCCCc1cc(=O)oc2c(CN3CCN(C)CC3)c(O)ccc12
 : -16 | 817
CCOc1ccc(/C=C2\CCCc3c2nc2ccccc2c3C(=O)O)cc1OC
 : 4 | 723
COc1cc(C(C)=O)ccc1OCc1nnc(-c2ccccc2Br)o1
 : -5 | 828
CSCC(=O)N1CCC(CCC(=O)NC2CC2)CC1
 : 15 | 734
CC(C)Oc1ccc(CNC(=O)Cn2c(=O)c3cccn3c3cccnc32)cc1
 : 18 | 708
Cc1ccc(C)c(NC(=O)C2CCN(C(=O)c3cccs3)CC2)c1
 : 9 | 819
O=[N+]([O-])c1cc(S(=O)(=O)NCCN2CCOCC2)ccc1Cl
 : -3 | 813
CC(=O)c1cccc(N(C(=O)c2ccco2)C(C(=O)NC2CCCC2)c2cccs2)c1 (configuration not stated)
 : 4 | 814
CCOc1ccc(C(=O)O/N=C(\N)c2ccccn2)cc1
 : -2 | 835
COCC(C)NS(=O)(=O)c1ccc(C(=O)NCCCn2ccc3ccccc32)cc1 (configuration not stated)
 : -6 | 805
COc1cc(NC(=O)CCc2c(C)nn(-c3ccc(N4CCOCC4)nn3)c2C)cc(OC)c1OC
 : 35 | 742
O=[N+]([O-])c1ccc(N2CCN(Cc3ccc4c(c3)OCO4)CC2)nc1
 : 6 | 859

(next part)
Sequence of screens: Hep lipid drop | Hep lipid drop cells 6.5 µM
O=C(Nc1cccc(O)c1)c1ccc(NC(=O)C2CCCO2)cc1 (configuration not stated)
 : 9 | 824
Cc1ccc(NC(=O)N2CCCCCC2)cc1C
 : 27 | 714
Cc1ccc(NC2CCCN(C(=O)c3snnc3C)C2)cc1C (configuration not stated)
 : -11 | 735
COc1ccc(CNC(=O)C2CCCN(S(=O)(=O)c3c(C)noc3/C=C/N(C)C)C2)cc1 (configuration not stated)
 : 17 | 712
CCC(Oc1ccccc1C)C(=O)N1CCCN(C)CC1 (configuration not stated)
 : -11 | 790
O=C(Nc1ccc2c(c1)OCCO2)c1cccc(C(=O)Nc2ccc3c(c2)OCCO3)c1
 : 6 | 787
O=C(NCCCc1ccccc1)C1CCC(=O)N(CCc2ccc(Cl)cc2)C1 (configuration not stated)
 : 0 | 812
COc1ccc(-c2nc(CS(=O)CC(=O)NC3CCCCC3C)c(C)o2)cc1OC (configuration not stated)
 : 6 | 653
Cc1ccc(Nc2cc(C)nc3ncnn23)cc1
 : 9 | 836
CC(=O)Nc1ccc(NC(=O)N(c2ccccc2)c2ccccc2)cc1
 : -3 | 701
Cc1nnc(SCC(=O)Nc2cc(Cl)ccc2Cl)n1CC1CCCO1 (configuration not stated)
 : -1 | 803
COCCC(=O)N1CCC(Oc2ccc(C(=O)N(C)CCCC3CCCC3)cc2)CC1
 : 0 | 660
COCCNC(=O)C(c1ccc(C)cc1)N(Cc1cccs1)C(=O)CCC(=O)Nc1ccccn1 (configuration not stated)
 : -3 | 796
C=CCn1cccc(C(=O)Nc2ccc(F)cc2)c1=O
 : -3 | 850
Cc1ccc(S(=O)(=O)N(Cc2cc3ccccc3[nH]c2=O)CC2CCCO2)cc1 (configuration not stated)
 : -4 | 772
Cc1ccc2[nH]cc(S(=O)(=O)c3ccc(C)c(C)c3)c(=O)c2c1
 : -2 | 765
CCOC(=O)c1c(S(=O)(=O)NCCc2ccc(OC)c(OC)c2)c(C)n(C)c1C
 : -8 | 699
CCOc1ccc(NC(=O)N(c2ccccc2)c2ccccc2)cc1
 : 0 | 749
CCOC(=O)N1CCC(N2C(=O)c3ccc(C(=O)Nc4ccc(OC)cc4)cc3C2=O)CC1
 : 1 | 710
CCn1c(SCC(=O)N2CCOCC2)nnc1C(C)NC(=O)c1ccccc1 (configuration not stated)
 : -3 | 891
Cc1ccc(NC(=O)c2ccccc2NC(=O)c2cccnc2)cc1
 : -1 | 786
CCOC(Cn1c(SCC(=O)Nc2cc(C)on2)nc2ccccc2c1=O)OCC
 : 1 | 741
O=[N+]([O-])c1ccccc1CN1CCN(c2ncccn2)CC1
 : 14 | 818
O=c1[nH]c(/C=C/c2ccccc2Cl)c([N+](=O)[O-])c(=O)[nH]1
 : -14 | 789
CCN(CC)S(=O)(=O)c1ccc(NC(=O)c2cnc(C)cn2)cc1
 : 14 | 778
Cc1cc(C(=O)N2CCCC(N3CCN(c4cccc(C(F)(F)F)c4)CC3)C2)c(C)o1 (configuration not stated)
 : -1 | 758
